# High-throughput results (PubChem)
# PV pol inh: inhibitors of poliovirus RNA polymerase binding and polymerization | P03300 | poliovirus polymerase elongation, fluorescence polarization; active compounds read low | % elongation, % (compound at 16.7 µg/mL) | 150,000 tested, 0.66% active | AID 588519; in the data active means % elongation below about 90%; further: some results filed as inactive read as strong as hits
# Target sequence (P03300 1749-2209 limits assumed): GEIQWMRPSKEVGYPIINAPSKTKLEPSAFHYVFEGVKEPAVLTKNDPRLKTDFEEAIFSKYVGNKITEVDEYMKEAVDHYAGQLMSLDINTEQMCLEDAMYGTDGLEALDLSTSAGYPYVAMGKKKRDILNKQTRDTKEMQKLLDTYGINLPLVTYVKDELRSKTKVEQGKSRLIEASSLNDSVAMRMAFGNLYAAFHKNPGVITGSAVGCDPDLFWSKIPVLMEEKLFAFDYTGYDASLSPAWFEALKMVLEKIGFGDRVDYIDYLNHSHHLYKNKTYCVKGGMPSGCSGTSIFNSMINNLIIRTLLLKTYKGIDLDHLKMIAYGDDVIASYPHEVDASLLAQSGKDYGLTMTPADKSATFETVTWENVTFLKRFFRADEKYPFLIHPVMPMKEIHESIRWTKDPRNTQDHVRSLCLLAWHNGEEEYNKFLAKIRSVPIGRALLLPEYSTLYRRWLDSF
# PV pol inh FP z-score: further read-out of PV pol inh, marked with its call; z-score; measured here: FP z-score; hits read low
# Active calls of the source: *. Some of the compounds tested (hit frequency here may not be typical).
# Start of the data: the first six entries (preview)
SMILES	PV pol inh	PV pol inh FP z-score
Cc1ccc(CNC(=O)CSc2nc3ccccc3c(=O)n2-c2ccccc2)cc1	104.0	0.5
CCC1(CC)NC(=S)N(Nc2ccccc2)C1=O	99.0	-0.4
CC(=O)NCc1ccc(C(=O)CSc2n[nH]c(-c3cccs3)n2)s1	110.0	0.1
O=C(/C=C/c1cn(-c2ccccc2)nc1-c1ccccc1)OCC(=O)N1CCN(C(=O)c2ccco2)CC1	101.0	-0.3
CCOC(=O)c1c(C)oc2nc(C)nc(N3CCN(c4ccc(C(C)=O)cc4)CC3)c12	110.0	0.4
O=C(CN1C(=O)CSC1=O)Nc1cccc(Cl)c1	102.0	0.2

# The whole of this part, from the start:
SMILES	PV pol inh	PV pol inh FP z-score
Cc1ccc(CNC(=O)CSc2nc3ccccc3c(=O)n2-c2ccccc2)cc1	104.0	0.5
CCC1(CC)NC(=S)N(Nc2ccccc2)C1=O	99.0	-0.4
CC(=O)NCc1ccc(C(=O)CSc2n[nH]c(-c3cccs3)n2)s1	110.0	0.1
O=C(/C=C/c1cn(-c2ccccc2)nc1-c1ccccc1)OCC(=O)N1CCN(C(=O)c2ccco2)CC1	101.0	-0.3
CCOC(=O)c1c(C)oc2nc(C)nc(N3CCN(c4ccc(C(C)=O)cc4)CC3)c12	110.0	0.4
O=C(CN1C(=O)CSC1=O)Nc1cccc(Cl)c1	102.0	0.2
O=C(c1cc2nc3c(c(C(F)(F)F)n2n1)CCc1ccccc1-3)N1CCCC1	106.0	0.4
CCC(CC)NC(=O)c1ccc(OC)cc1OC	96.0	-0.5
Cc1ccn2c(=O)cc(COc3ccc(NC(=O)c4ccccc4F)cc3)nc2c1	107.0	0.2
COc1ccc(S(=O)(=O)N(CC(=O)N2CCc3ccccc3C2)c2ccc(C)cc2)cc1	107.0	0.7
CCN1CCN(CCCNC(=O)c2ccc3c(c2)sc2nc(-c4ccc(C)cc4)cn23)CC1	107.0	0.1
COc1cccc(CNc2nccn(-c3cc(C)cc(C)c3)c2=O)c1	112.0	1.2
CC(C)(CO)NS(=O)(=O)c1ccc2c(c1)oc(=O)c1cc(S(=O)(=O)NC(C)(C)CO)ccc12	102.0	0.7
Cc1cn2c(=O)cc(COC(=O)c3ccc(NC(=O)c4ccc(C(C)(C)C)cc4)cc3)nc2s1	102.0	-1.1
COc1cc(C(=O)O)ccn1	102.0	0
COc1ccc(NC(=O)c2ccco2)cc1NC(=O)c1ccc(OC(C)C)cc1	104.0	0.1
Cn1cccc1Cc1nnc(SCC(=O)NC2CCCCC2)n1CCc1ccccc1	100.0	-0.3
Cc1ccc(S(=O)(=O)NC2=NCN(c3ccc(Cl)cc3)CN2)cc1	104.0	0.2
Cc1ccc(-c2cc(C(=O)Nc3nccs3)c3ccccc3n2)o1	102.0	0.1
CSc1ccccc1NC(=O)C(C)NS(=O)(=O)c1ccc(C)cc1 (centres undefined)	102.0	0.4
CCOc1ccc(-n2ccn3c(CC(C)CC(=O)O)nnc3c2=O)cc1 (centres undefined)	108.0	0.7
Cc1cc(N2CCCC2)nc2ccc(NC(=S)NCCN3CCOCC3)cc12	101.0	-0.5
Cc1cccc(-c2nc(SCc3ccc(Br)cc3)n3[nH]c(=O)cc3n2)c1	111.0	1
CN(Cc1ccccc1)C(=O)CCCn1c(=O)c2cccn2c2cccnc21	103.0	0.3
COc1ccc(CNCCNC(=O)c2ccncc2)c(OC)c1OC	106.0	0.9
CCn1c(SCC(=O)N(C2CCCCC2)C2CCCCC2)nnc1-c1cc2cccc(OC)c2o1	101.0	0.2
CCOC(=O)c1cnc2[nH]c3ccccc3n2c1=O	103.0	0.5
CCCCN1C(=O)Cc2c1nc(N)c1c(N)nc(N(CCC)CCC)c(C#N)c21	110.0	0.9
Cc1ccc(N2CC(NC(=O)c3ccc(S(=O)(=O)N4CCOCC4)cc3)CC2=O)cc1C (centres undefined)	112.0	1.2
Cc1cc2nc(CN3CCCCC3)cc(=O)n2o1	102.0	0.5
COC(=O)C1(C)NC2(CCCCC2)Cc2ccccc21 (centres undefined)	99.0	-0.4
CCCCOC(=O)c1ccc(NC(=O)c2sc3nc(C)cc(C)c3c2N)cc1	108.0	0.6
N#C/C(=C(/O)C1CC1)c1nc2ccccc2s1	101.0	-0.7
O=C(CSc1nnc(-c2cccs2)n1-c1ccccc1)NCC1COc2ccccc2O1 (centres undefined)	97.0	-0.7
Oc1ccccc1-c1nc2ccc(Cl)cn2c1Nc1ccc2c(c1)OCCO2	109.0	0.7
Clc1ccc(-n2ncnc2-c2ccc3c(c2)OCO3)cc1	103.0	0.4
COC(=O)c1ccc(NC(=O)C(C)Sc2nc3c(c(=O)[nH]2)CCCC3)cc1 (centres undefined)	102.0	0
N#Cc1c(-c2ccccc2)c(-c2ccccc2)nn(CC(=O)NN)c1=O	102.0	-0.3
CCOC(=O)C1(c2ccccc2)CCN(C(=O)c2ccccc2O)CC1	104.0	0.1
Cn1/c(=N/N=C2\CC3CC=CC23)sc2ccccc21 (centres undefined)	104.0	0.4
Cc1cccc2c(=O)c(N)c[nH]c12	97.0	-1.5
Cc1ccc(C(=O)Nc2ccc3c(c2)OCO3)cc1	99.0	-0.3
Cc1ccc(OCCn2c(-c3ccc(Cl)cc3)nc3ccccc3c2=O)c(C)c1	103.0	-0.5
CCN(CC)c1ccc(-c2nc(-c3ccncc3)no2)cc1[N+](=O)[O-]	109.0	0.2
Cc1ccc(CN2C(=O)N(c3ccccc3)C(=O)C2CC(=O)Nc2ccccc2)cc1 (centres undefined)	107.0	0.3
O=C(Cn1cnc2c(oc3ccccc32)c1=O)N1CCCC1c1ccc2c(c1)OCCCO2 (centres undefined)	105.0	0.3
CC1CN(C(=O)c2ccc(NC(=O)c3ncoc3-c3ccc4ccccc4c3)cc2)CC(C)O1 (centres undefined)	102.0	0
O=C(NC(Cc1c[nH]c2ccccc12)C(=O)NNC1=NCCC1)c1ccccc1 (centres undefined)	100.0	0
Fc1ccccc1-c1noc(NCC2CCCO2)n1 (centres undefined)	103.0	1.4
S=C(Nc1ccccc1)Nn1cnnc1	99.0	-1
Cc1ccnc(N(C(=O)c2nn(C)c3c2COc2ccccc2-3)C(=O)c2nn(C)c3c2COc2ccccc2-3)c1	100.0	-0.6
COc1ccc(S(=O)(=O)c2cc(NS(=O)(=O)c3ccc(Cl)cc3)c(C)c(C)c2O)cc1	105.0	0.2
CCOCCCN(Cc1ccco1)C(=O)c1cc2c(=O)[nH]c3ccc(C)cc3c2s1	103.0	-0.4
CCCCOC(=O)c1ccc(NC(=O)CSc2nc3c(c(=O)[nH]2)CCCC3)cc1	112.0	0.9
Cc1noc(/C=C/N(C)C)c1S(=O)(=O)N1CCCC(C(=O)NC2CCCCC2)C1 (centres undefined)	101.0	0.1
CCOC(=O)N1CCc2c(sc3c2c(=O)n(Cc2ccccc2)c(=O)n3CC(=O)Nc2cccc(C)c2)C1	104.0	-0.2
CCCNC(=O)CSc1c2c(nc3ccc(Cl)cc13)CCCC2	102.0	-0.4
COc1ccc(C2NC(=O)N(C)C3=C2C(=O)N(c2cccc(Cl)c2)C3)cc1 (centres undefined)	105.0	0.3
N#Cc1ccc(-c2cc(C(F)(F)F)ccc2Cl)o1	107.0	0.6
Cc1ccc(Nc2nnc(-c3ccc(C)c(S(=O)(=O)N4CCOCC4)c3)c3ccccc23)cc1	105.0	0.1

# Remaining list, next part:
SMILES	PV pol inh	PV pol inh FP z-score
COc1cccc(-c2nnc(SCC(=O)N(C)C3CCCCC3)o2)c1	107.0	0
COC(=O)c1ccccc1NC(=O)C1=C(C)C(=O)OC12CCC(C)CC2 (centres undefined)	111.0	1.8
Cc1ccc(CSc2oc(-c3ccco3)nc2S(=O)(=O)c2ccc(Br)cc2)cc1	103.0	-0.6
NNc1nc2ccccc2c(=O)n1Cc1ccccc1	100.0	-0.6
COC(=O)c1cc2sccc2n1Cc1nc(-c2cccc(Cl)c2)oc1C	107.0	0.1
Cc1cccc(NC(=O)CSc2cn(CC(=O)N3CCOCC3)c3ccccc23)c1C	121.0	0.6
C=CCn1c(N)cc(=O)nc1SCC(=O)OC1CC2CCC1(C)C2(C)C (centres undefined)	100.0	-0.3
COc1ccc(C2SCC(C(=O)NC(C)C)N2C(=O)Nc2ccc(C)c(C)c2)cc1 (centres undefined)	103.0	0
CN(C(=O)CN1CCOCC1)C1(c2ccccc2Cl)CCCCC1=O (centres undefined)	103.0	0.2
COc1ccc(OCC(O)CNC(=O)Nc2cc(C)cc(C)c2)cc1 (centres undefined)	100.0	-0.6
Nc1cccc2c1C(=O)N(CC(=O)NC1CCCc3ccccc31)C2=O (centres undefined)	102.0	-0.3
O=C(CCC1CCCC1)Nc1noc2ccccc12	103.0	0.2
CC(=O)Nc1ccc2sc(NC(=O)CN3CCOCC3)nc2c1	103.0	0.3
CN1C(=O)/C(=C/c2ccc(O)cc2)SC1=Nc1ccc(Cl)cc1	103.0	0.8
N#Cc1ccccc1Cn1nnc2c(=O)[nH]c(C3CCCN(S(=O)(=O)c4ccc(F)cc4)C3)nc21 (centres undefined)	101.0	-1.4
Cc1cc(C)cc(OC(C)C(=O)Nc2c(C(=O)c3ccccc3)oc3ccccc23)c1 (centres undefined)	105.0	0.1
CCc1ccc(NCc2cccc3c2CN(CC)C3)cc1	103.0	0.3
COc1ccc(N2CC(NC(=O)/C=C\c3ccc(OC)c(OC)c3)CC2=O)cc1 (centres undefined)	102.0	-1.1
COC(=O)c1cc(S(=O)(=O)N(C)c2cccc(C)c2)cn1C	104.0	1.3
CCn1c(NCCSc2nc3ccccc3n2C)nc2ccccc21	100.0	-0.2
CN1CCC(N(C)CC2=CCC3CC2C3(C)C)CC1 (centres undefined)	100.0	-0.2
OC(CN1CCCC1)Cn1ccc2ccccc21 (centres undefined)	103.0	0.7
Cc1ccccc1NC(=O)CC1SC(=O)N(c2ccccc2)C1=O (centres undefined)	102.0	0.1
CCCN(C(=O)c1cc2c(=O)oc3ccc(C)cc3c2s1)c1ccc(OCC)cc1	106.0	0.3
O=C(Nc1ccc(Cl)cc1)c1ccc2ncsc2c1	104.0	0.2
N/C(=N\O)c1cccc(/C(N)=N/O)n1	113.0	1.2
CCc1ccc(S(=O)(=O)c2cnc3ccc(OC)cc3c2N2CCCC(C)C2)cc1 (centres undefined)	108.0	0.7
CCn1cc(C(=O)N2CCN(c3cc(Cl)ccc3C)CC2)c(=O)c2cc(S(=O)(=O)N3CCCCC3)ccc21	104.0	0
CSc1ccc(S(=O)(=O)NC2CCCC2)cc1	101.0	0.2
O=C(NCCN1CCCCCC1)c1cnn2c(C(F)(F)F)cc(-c3ccccc3)nc12	104.0	1
CC(c1cccs1)N(C(=O)Nc1ccccc1)C1CCCCC1 (centres undefined)	102.0	0.4
COc1ccccc1CNC(=O)c1cc2c(s1)-c1ccc(Cl)cc1SC2	113.0	1.2
COCCOC(=O)Cn1nnc2sc(-c3ccccc3)cc2c1=O	112.0	0.8
Cc1noc2ncnc(N(CCO)c3ccccc3)c12	103.0	0.3
Cc1c(Cl)cccc1NC(=O)c1cc(-c2cccc(Cl)c2)on1	101.0	-0.3
CCOC(=O)c1cccc(NC(=O)CSc2nc3cc4ccccc4cc3[nH]2)c1	106.0	0.2
O=C(Cn1cnc2c(oc3ccccc32)c1=O)N1CCCCCC1	100.0	-0.4
COc1ccc(CC(=O)NCC2COC3(CCCCC3)O2)cc1OC (centres undefined)	104.0	0.2
O=C1c2[nH]nc(-c3ccc(F)cc3)c2C(c2ccccc2F)N1c1ccccc1 (centres undefined)	107.0	0.8
CC1CCCN(CC(O)CN)C1 (centres undefined)	101.0	-0.1

# An excerpt of these results, with each value named:
> CC(c1cccs1)N(C(=O)Nc1ccccc1)C1CCCCC1 (centres undefined)
  PV pol inh = 102.0
  PV pol inh FP z-score = 0.4
> COc1ccccc1CNC(=O)c1cc2c(s1)-c1ccc(Cl)cc1SC2
  PV pol inh = 113.0
  PV pol inh FP z-score = 1.2
> COCCOC(=O)Cn1nnc2sc(-c3ccccc3)cc2c1=O
  PV pol inh = 112.0
  PV pol inh FP z-score = 0.8
> Cc1noc2ncnc(N(CCO)c3ccccc3)c12
  PV pol inh = 103.0
  PV pol inh FP z-score = 0.3

# Next structures.
SMILES	PV pol inh	PV pol inh FP z-score
CCC(C)NC(=O)c1[nH]c2cc(OC)ccc2c1Sc1ccc(C)cc1 (centres undefined)	105.0	-0.4
Cc1c(Cl)cccc1NC(=O)c1cccnc1Cl	102.0	0
CCc1cccc(C)c1NC(=O)C(CC)Sc1nncn2c1cc1occc12 (centres undefined)	110.0	0.5
CC(=O)Nc1ccc(/C=C/c2noc(-c3ccccc3O)n2)cc1	105.0	0.2
Cc1cc2ncn(Cc3ccccc3C)c2cc1C	104.0	0.5
CC(C)CN(CCCNC(=O)Cn1ncc2c3ccccc3n(C)c2c1=O)CC(C)C	108.0	-0.1
O=C1OCCC1Sc1ncnc2c1cnn2-c1ccccc1 (centres undefined)	104.0	0.4
COc1ccc(-c2nc(CSCC(=O)NCc3ccccc3Cl)c(C)o2)cc1OC	102.0	-0.4
Cc1nnc(SCC(=O)O)[nH]c1=O	102.0	0.1
COc1ccccc1-n1ccn(CC#N)c(=O)c1=O	97.0	-1.9
CCOC(=O)N1CCN(c2ccc(NCc3cc4ccc(OC)cc4[nH]c3=O)cc2)CC1	104.0	1.1
Cc1ccc(OCC(=O)N(Cc2ccco2)Cc2ccco2)cc1C	105.0	-0.3
CN1CCC(N(C)Cc2csc(-c3ccc(Cl)cc3)n2)CC1	92.0	-1.1
CCN(CC)S(=O)(=O)c1ccc(NC(=O)NCc2noc3ccc(C)cc23)cc1	108.0	0.3
COc1ccc(Cc2nc3ccc(C(=O)NCc4ccc(OC)cc4OC)cc3o2)cc1	109.0	0.4
